Source: PubChem BioAssay (NCI)
All columns: NCI-60 one-dose screen, growth in % after 48 h at 10 µM unless noted; 100 = growth as untreated, 0 = no growth, -100 = all killed.
UO-31: UO-31 renal cancer. hit rate 5.2% among 81,000. AID 1794768
PC-3: PC-3 prostate cancer cells. hit rate 3.9% among 80,000. AID 1794754
DU-145: DU-145 prostate cancer; hit rate 4.2% among 81,000; AID 1794760
SF-295: SF-295 CNS cancer cells; hit rate 5.6% among 79,000; AID 1794758
786-0: 786-0 renal cancer cells; hit rate 5.1% among 81,000
TK-10: TK-10 renal cancer cells; hit rate 3.9% among 81,000
SN12C: SN12C renal cancer cells; hit rate 3.8% among 81,000; AID 1794767
U251: U251 CNS tumor cells; hit rate 5.4% among 80,000
SF-539: SF-539 CNS cancer. hit rate 6.8% among 81,000. AID 1794752
Active calls of the source: *; · = no result given; & = joins results of further samples; [ ] = dose if it differs, or a comment. The calls were made as follows: active = growth percent below 10; inactive = the rest.

SMILES	UO-31	PC-3	DU-145	SF-295	786-0	TK-10	SN12C	U251	SF-539
Cc1ccc(C2=CSC3=NC(=O)C(CCN4CCCC4)N23)cc1 (stereo not drawn)	90	57	107	·	105	129	100	84	104
Cc1ncc(C(N)=O)c2c1OC(C)(C)OC2	89	96	114	99	103	113	99	100	102
O=C(O)CCCC(C(=O)O)N1C(=O)CSC1=S (stereo not drawn)	90	95	112	98	99	99	94	104	98
COC(=O)c1ccc(Cn2c(=O)sn(CCCl)c2=O)cc1	95	83	111	97	95	92	107	100	99
Cc1c(Cl)cccc1NC(=S)NC(=O)c1ccccc1	85	89	111	85	120	94	99	85	100
Cc1nn(-c2ccc([N+](=O)[O-])cc2)c2ncnc(Nc3ccccc3)c12	100	91	100	110	105	103	98	100	98
CC(=O)O[C@@H]1[C@H](OC(=O)c2c(C)cc(O)cc2O)[C@@H](CO)O[C@H]1n1ccc(=O)[nH]c1=O	89	75	103	89	97	85	91	96	95
COc1ccc(C(CC(=O)O)c2c(C)n(-c3ccccc3)[nH]c2=O)cc1 (stereo not drawn)	88	102	107	96	101	115	96	104	99
COc1cc(-c2c(C#N)nnn2-c2cccc(Cl)c2)cc(OC)c1OC	76	88	106	·	98	90	96	89	95
O=C(O)c1cn(C2CC2)c2cc(N3CCN(C(=O)N/N=C/c4cccc5ccccc45)CC3)c(F)cc2c1=O	80	105	104	104	72	94	97	100	93
Nc1ncn(C(=S)Nc2ccccc2)n1	76	97	122	96	102	105	101	112	·
COc1ccc(Oc2nc(Nc3ccc(N4CCOCC4)cc3)ncc2NC(=O)c2cc(OC)cc(OC)c2)cc1	56	68	99	94	66	103	89	83	87

An excerpt taken from the entries so far, as a working copy:
SMILES	UO-31	PC-3	DU-145	SF-295	786-0	TK-10	SN12C	U251	SF-539
Cc1ccc(C2=CSC3=NC(=O)C(CCN4CCCC4)N23)cc1 (stereo not drawn)	90	57	107	·	105	129	100	84	104
Cc1ncc(C(N)=O)c2c1OC(C)(C)OC2	89	96	114	99	103	113	99	100	102
O=C(O)CCCC(C(=O)O)N1C(=O)CSC1=S (stereo not drawn)	90	95	112	98	99	99	94	104	98
COC(=O)c1ccc(Cn2c(=O)sn(CCCl)c2=O)cc1	95	83	111	97	95	92	107	100	99
Cc1c(Cl)cccc1NC(=S)NC(=O)c1ccccc1	85	89	111	85	120	94	99	85	100

Continuation:
SMILES	UO-31	PC-3	DU-145	SF-295	786-0	TK-10	SN12C	U251	SF-539
Cc1ccc(S(=O)(=O)NCl)cc1	85	88	119	94	98	109	96	100	110
N#CCCC(CCC#N)(CCC#N)C(=O)c1ccc(Cl)c(Cl)c1	88	97	107	100	101	102	106	103	105
COc1ccc(-c2ccc(-c3ccc(-c4ccc(C(=N)N)cc4)s3)s2)cc1OC	74	71	36	100	93	-79*	92	46	89
Cc1ccc(NS(=O)(=O)c2ccc(-c3cnc(C4CC4)o3)cc2)cc1C	38	23	14	10	43	44	44	·	-14*
CCCCCn1sc(=O)n(Cc2ccc(CNC(=O)OCc3ccc4cccc(O)c4n3)cc2)c1=O	-100*	3.7*	-15*	31	-71*	-54*	-80*	20	-70*
COc1ccc(-c2nn(-c3cccc(Cl)c3)cc2C2CC(c3cccs3)=NN2C(C)=O)cc1 (stereo not drawn)	79	79	109	·	120	126	93	97	116
N#Cc1ccccc1/C=N/NC1=NCCN1S(=O)(=O)c1ccc([N+](=O)[O-])cc1	78	90	110	101	104	110	96	98	95
COc1cc(C(=O)Oc2ccc(/C=C/c3cc(OC(=O)c4cc(OC)c(OC)c(OC)c4)cc(OC(=O)c4cc(OC)c(OC)c(OC)c4)c3)cc2)cc(OC)c1OC	85	84	110	99	97	87	96	89	103
COc1ccc(C2CC(=O)Nc3c2c(C)nn3-c2ccc(Cl)nn2)cc1 (stereo not drawn)	77	90	107	99	98	88	97	98	93
CCc1c(C)c2ccc(O)c(-c3cc(-c4ccccc4)c(C#N)c(=O)[nH]3)c2oc1=O	63	107	97	97	105	124	105	100	113
O=C(CSc1nc2sc3c(c2c(=O)n1-c1ccccc1)CCCCC3)N/N=C/c1ccc(O)cc1	77	94	109	94	98	95	105	96	100
N=c1c2ccccc2nc2n1CCCCCCC2	87	112	108	·	110	134	105	111	108

Entries of single compounds, looked up by structure. Order of values: UO-31 | PC-3 | DU-145 | SF-295 | 786-0 | TK-10 | SN12C | U251 | SF-539
CCc1c(C)c2ccc(O)c(-c3cc(-c4ccccc4)c(C#N)c(=O)[nH]3)c2oc1=O in the list: 63 | 107 | 97 | 97 | 105 | 124 | 105 | 100 | 113
Cc1c(Cl)cccc1NC(=S)NC(=O)c1ccccc1 in the list: 85 | 89 | 111 | 85 | 120 | 94 | 99 | 85 | 100
O=C(CSc1nc2sc3c(c2c(=O)n1-c1ccccc1)CCCCC3)N/N=C/c1ccc(O)cc1 in the list: 77 | 94 | 109 | 94 | 98 | 95 | 105 | 96 | 100

(list continues)
SMILES	UO-31	PC-3	DU-145	SF-295	786-0	TK-10	SN12C	U251	SF-539
CCOC(=O)C(CC)(COC)C(=O)OCC	94	96	107	97	101	103	105	96	99
CCOc1ccc(/C(C)=N\NC(N)=O)cc1	91	92	109	101	101	101	89	101	95
CCCCCCCCCCCCCCCCNC(=S)N/N=C/c1cccc([N+](=O)[O-])c1	88	91	111	·	109	123	104	100	100
COc1cccc2c1OC13Oc4c(cccc4OC)C=C1CCCCC3=C2	71	86	99	89	95	104	96	92	96
Brc1ccc2[nH]cc(-c3nn4cc(-c5ccncc5)nc4s3)c2c1	49	41	75	80	89	131	68	76	74
Clc1ccccc1-c1nc(-c2c[nH]c3ncccc23)cs1	69[100 µM]	78[100 µM]	103[100 µM]	86[100 µM]	96[100 µM]	89[100 µM]	104[100 µM]	86[100 µM]	65[100 µM]
Cc1ccc(-c2cc(C=C3C(=O)NC(=O)NC3=O)nn2-c2ccccc2)cc1	81	100	111	98	90	96	95	100	105
N#CC1=C(N)Oc2c(ccc3ccccc23)C1c1cccs1 (stereo not drawn)	47	22	-21*	25	32	78	27	13	·
COc1ccc(/C=N/N=C(/c2ccccc2)c2ccc3nc(-c4ccc(Cl)cc4)[nH]c3c2)cc1	79	55	87	81	77	82	85	79	88
CCCCOc1nc2ccccc2cc1C1CNC(=O)c2ccccc2N1 (stereo not drawn)	41	25	11	-5.7*	26	34	44	19	-25*
Oc1c(C(c2ccccc2)N2CCCCC2)ccc2ccccc12 (stereo not drawn)	75	89	117	88	103	122	110	100	106
O=c1nc(NCc2ccccc2Cl)sc2ccccc12	80	106	104	92	78	102	99	102	95
O=C1CNC(=O)N1c1ccccc1	92&97	86&77	108&109	94&102	96&101	93	103	91&88	100&94
CCCCCC(/C=N\NC(=S)N/N=C/C(=C/c1ccccc1)CCCCC)=C\c1ccccc1	45	46	89	46	80	87	68	55	82
CCCCCC[C@](C)(O)[C@H]1CC[C@H]2[C@@H]3C[C@H](O)[C@H]4C[C@@H](O)CC[C@]4(C)[C@H]3CC[C@@]21C	105	104	98	102	106	128	110	97	93
COc1ccc(-c2cc(C(=O)c3cc(C)c(C)cc3O)cn(NC(C)=O)c2=O)cc1	66	79	101	90	90	103	87	92	91
N/C(=N\c1nc2ccccc2s1)NC(=O)NC(CO)CO	96	101	108	100	94	108	102	104	106
O=C(CNc1cccnc1)Nc1ccc(Cl)cc1	92	105	101	106	104	101	103	105	109
COc1cc2c(cc1OC)C1(NCC2)C(=O)N(Cc2ccc(F)cc2)c2ccccc21 (stereo not drawn)	63	66	106	100	99	111	92	105	99
COc1cc(-c2ncn(/C=C\C(=O)OC(C)C)n2)cc(C(F)(F)F)c1	3.5*	18	16	61	9.6*	-8.8*	13	5.8*	-37*
O=C(CSc1nc2ccccc2[nH]1)NCc1ccccc1	84	99	110	102	102	4.9*	96	106	96
CCCCCc1c(C)[nH]c(/C=C2\N=C(c3ccc[nH]3)C=C2Oc2ccc(Cl)cc2)c1C	-53*[100 µM]	5.7*[100 µM]	3.4*[100 µM]	-73*[100 µM]	-18*[100 µM]	-6.6*[100 µM]	-7.0*[100 µM]	-95*[100 µM]	·
CC(C)N1C(=O)c2ccccc2C1=O	80	95	114	94	99	95	102	102	99
O=C(/C=C\c1cccc([N+](=O)[O-])c1)/C=C/c1cccc([N+](=O)[O-])c1	71	82	93	100	86	90	98	23	101
CCOC(=O)c1c2c(n(-c3ccc(C)c(C)c3)c1-c1ccccc1)C=CCC2	72	70	103	97	89	97	99	85	97
CCC(C)C(C(=O)O)N1C(=O)/C(=C/c2ccc3c(c2)CCCN3C)SC1=S (stereo not drawn)	79	97	111	102	108	104	103	101	100
CC/C=C\C[C@H](O)C/C=C1/C(=O)C=C[C@@H]1C/C=C\CCCC(N)=O	-71*	20	19	-22*	-24*	-13*	-4.4*	0.5*	·
O=C(Nc1nc2ccc(F)cc2s1)c1cc(-c2ccc(F)cc2)n2nc(-c3ccccc3)cc2n1	98	84	87	95	101	113	87	102	94
C=C1C[C@H](N(C(=O)C(F)(F)F)c2cccc(C(=O)N(C)OC)c2)[C@@H](NC(c2ccccc2)c2ccccc2)[C@]1(C#N)CC	68	38	93	80	79	89	91	76	93
COc1cc(C2CC(c3cccc(Nc4ccncc4)c3)=NN2c2cc(Cl)cc(Cl)c2)cc(OC)c1OC (stereo not drawn)	28	-36*	-18*	1.8*	101	34	9.7*	-51*	70
O=[N+]([O-])c1cc2ncccc2c2ncccc12	52	78	90	134	110	106	87	102	94
CCOC(=O)c1cn2c3c(cc(C)cc3c1=O)C(=O)/C(=C/c1ccccc1)C2	58	99	106	93	83	75	94	83	88
CCOC(=O)C(N)Cc1c[nH]c2ccccc12 (stereo not drawn)	72	84	113	98	100	101	99	94	96
Clc1ccccc1C(c1ccccc1)(c1ccccc1)n1ccnc1	12	20	60	19	48	·	48	42	52
CCOCCC(CC)CC(C)C (stereo not drawn)	92	103	123	102	95	102	96	94	95
CCOP(=O)(OCC)[C@H](Nc1ccc(F)cc1)c1cccc(C)c1	91	93	110	·	96	108	103	114	101
COC(=O)C1(CC(=O)C(c2ccccc2)c2ccccc2)NC(=S)NC(=O)C1C#N (stereo not drawn)	86	106	110	99	102	108	106	109	102
O=C(CC(C(=O)O)C(c1ccccc1)[N+](=O)[O-])c1ccccc1 (stereo not drawn)	94	90	101	100	101	113	99	99	97
CCCc1nc2ccccc2c(=O)n1Cc1nnc(C)o1	88	·	110	108	104	103	105	101	92
O=S(=O)(C/C(=N/O)c1ccc(Cl)cc1)c1ccccc1	96	93	114	97	113	102	101	95	95
CC(C)OC(=O)Nc1cccc(F)c1	93	98	100	96	104	90	92	104	100
Clc1ccc(CN(Cc2ccc(Cl)cc2)Cc2ccc(Cl)cc2Cl)cc1	88	96	100	102	103	98	99	100	103
O=c1[nH]c(N2CCCCC2)nc2sc3c(c12)CCCC3	86	97	109	99	102	100	104	107	96
NS(=O)(=O)c1cc2c(cc1Cl)NC=NS2(=O)=O	82	100	111	104	99	·	100	100	103
Clc1ccc(-c2cnn3cc(-c4ccccc4)cnc23)cc1	88	89	97	87	90	97	87	91	85

Reformatted: 4 of the compounds above.
| Molecule | UO-31 | PC-3 | DU-145 | SF-295 | 786-0 | TK-10 | SN12C | U251 | SF-539 |
| --- | --- | --- | --- | --- | --- | --- | --- | --- | --- |
| CC(C)OC(=O)Nc1cccc(F)c1 | 93 | 98 | 100 | 96 | 104 | 90 | 92 | 104 | 100 |
| COC(=O)C1(CC(=O)C(c2ccccc2)c2ccccc2)NC(=S)NC(=O)C1C#N (stereo not drawn) | 86 | 106 | 110 | 99 | 102 | 108 | 106 | 109 | 102 |
| O=c1[nH]c(N2CCCCC2)nc2sc3c(c12)CCCC3 | 86 | 97 | 109 | 99 | 102 | 100 | 104 | 107 | 96 |
| Clc1ccc(-c2cnn3cc(-c4ccccc4)cnc23)cc1 | 88 | 89 | 97 | 87 | 90 | 97 | 87 | 91 | 85 |
